Source: PubChem BioAssay
KAT2A inh = inhibitors of human GCN5L2 histone acetyltransferase. GCN5L2 HAT assay, ThioGlo1 CoA-SH fluorescence. Q92830. AID 504327. Potency, µM (top dose mostly 58.9 µM), for the others: top-dose activity change, negative = inhibition, hits mostly inhibitors. 390,000 tested, 0.21% active
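Preincubate 20nM GCN5L2 with compound 15 min, RT → add 50uM ThioGlo1 + 75uM H3(1-25) + 70uM acetyl-CoA → read fluorescence 0 and 20 min. Primary qHTS; fluorescent artifacts likely.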
N370S GC mod = inhibits or activates N370S mutant glucocerebrosidase; P04062; N370S GC spleen homogenate, 4MU-glucoside fluorescence; Potency, µM (highest dose often 59.4 µM), for inactives: top-dose activity change, negative = inhibition, actives largely listed as inhibitors; 330,000 tested, 0.092% active; AID 2101;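 also: 0% = full enzyme activity and -100% = no enzyme basal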
FEN1 inhibitor = blocks human flap endonuclease 1 | P39748 | 390,000 tested, 0.35% active | AID 588795 | Potency, µM (highest dose often 114 µM), without a hit: top-dose activity change, negative = inhibition, most hits filed as inhibitors | Recombinant FEN1 flap cleavage, fluorescence, 15 min; also: nearly all actives have a fitted effect of over 65% in size
Target sequence (P39748 whole entry, looked up): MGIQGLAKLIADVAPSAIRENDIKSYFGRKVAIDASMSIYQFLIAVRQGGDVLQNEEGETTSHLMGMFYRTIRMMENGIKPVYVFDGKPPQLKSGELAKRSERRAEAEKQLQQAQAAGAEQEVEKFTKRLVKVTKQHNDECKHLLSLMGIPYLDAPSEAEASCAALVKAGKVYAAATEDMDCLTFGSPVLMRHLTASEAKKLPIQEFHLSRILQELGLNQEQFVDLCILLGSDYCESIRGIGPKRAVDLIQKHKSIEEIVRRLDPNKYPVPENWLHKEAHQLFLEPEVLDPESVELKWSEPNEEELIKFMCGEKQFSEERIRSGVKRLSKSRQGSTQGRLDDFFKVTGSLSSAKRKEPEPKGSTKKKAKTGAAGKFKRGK
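With each library titrated from low to high concentration, compounds met 10 nM FEN1 for 15 min at room temperature before 50 nM substrate was added; readings at 0 and 15 min fed four-parameter Hill curve fits.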
Active calls of the source: *; ? = inconclusive; . = not tested or not shown; & = joins results of further samples; [ ] = another dose, or the depositor's remark. Calls follow the shape of the dose curve; as a rule, active = well fitted curve in the direction sought with a large enough effect; inconclusive = small, poorly fitted or top-dose-only effect, or another doubt; inactive = no such curve, though single readings can be large; an effect the other way counts as inactive or inconclusive. Unless noted, % is scaled to controls: 0 for no effect and ±100 for the full control effect; potency is read from the fitted curve at half-maximal effect. Only part of the results is shown (hit frequency here may not be typical).

Start of the data: the first 4 entries (preview)
no.	SMILES	KAT2A inh	N370S GC mod	FEN1 inhibitor
1	CC(=O)NCCCNc1ccc([N+](=O)[O-])cc1	0%	-27%	-8%
2	Cc1ccc(-c2nc(C(F)(F)F)cc(=O)[nH]2)cc1	0%	-1%	19%
3	Cc1nc2cc(N)ccc2n1-c1ccccc1	-1%	-1%	-20%
4	Cc1cc(=O)[nH]c(N/N=C/c2c(C)nn(-c3ccc(F)cc3)c2Cl)n1	0%	5%	-5%

This part in full, repeating the preview:
no.	SMILES	KAT2A inh	N370S GC mod	FEN1 inhibitor
1	CC(=O)NCCCNc1ccc([N+](=O)[O-])cc1	0%	-27%	-8%
2	Cc1ccc(-c2nc(C(F)(F)F)cc(=O)[nH]2)cc1	0%	-1%	19%
3	Cc1nc2cc(N)ccc2n1-c1ccccc1	-1%	-1%	-20%
4	Cc1cc(=O)[nH]c(N/N=C/c2c(C)nn(-c3ccc(F)cc3)c2Cl)n1	0%	5%	-5%
5	CN(C)c1ncnc2c1NC1=C(S2)C(=NCCCC(=O)O)CC(C)(C)C1	-8%	0%	12%
6	COc1cc2c(cc1OC)CN(C(=O)CCNC(=O)c1ccccc1Cl)CC2	0%	.	-9%
7	N#Cc1ccc(CN2CCN(C(=O)C3CC(=O)N(c4ccccc4F)C3)CC2)cc1 (stereo unspecified)	-3%	.	-6%
8	O=C(c1ccc2c3c(cccc13)CC2)C1CCCN(Cc2ccccn2)C1 (stereo unspecified)	-12%	-10%	-8%
9	COc1ccc(C)cc1NC(=O)C1CCCN1C(=O)OCc1ccccc1 (stereo unspecified)	-12%	15%	11%
10	COc1ccccc1CNC(=O)C1CCCN(S(=O)(=O)c2cccc3nonc23)C1 (stereo unspecified)	0%	-9%	-12%
11	CCCCNC(=O)c1ccccc1NC(=O)CCSc1ccccc1	-3%	-2%	-8%
12	CCOc1cc(/C=C/C(=O)N(CC)CC(=O)NCc2cccs2)cc(Cl)c1OC	-1%	-13%	-1%
13	CCOC(=O)c1sc(=NC(=O)COc2ccccc2)n(C)c1C	3%	1%	-1%
14	CCOc1ccc(N2C(=O)CC(NNc3nc4ccccc4s3)C2=O)cc1 (stereo unspecified)	-1%	0%	8%
15	COc1ccc(-c2c(C)nn3c(C(F)(F)F)cc(-c4ccccc4)nc23)cc1	-1%	.	11%

The results go on.
no.	SMILES	KAT2A inh	N370S GC mod	FEN1 inhibitor
16	O=C(NCCCl)C1Cc2c(ccc3ccccc23)O1 (stereo unspecified)	15%	15%	7%
17	CCOC(=O)N1CCN(C(=O)CN(C2CCCCC2)S(=O)(=O)c2c(C)cc(C)cc2C)CC1	0%	-4%	5%
18	Cc1[nH]c(C)c(S(=O)(=O)N2CCN(c3cccc(C(F)(F)F)c3)CC2)c1C(=O)N1CCCC1	-18%	-10%	13%
19	CCOC(=O)C1CCCN(C(=O)c2ccc(NS(=O)(=O)c3ccc4[nH]c(=O)[nH]c4c3)cc2)C1 (stereo unspecified)	-22%	-17%	18%
20	CCN(CC)CCn1c2c(c(SCC(=O)Nc3ccc4c(c3)OCCO4)nc1=O)CCCC2	-14%	0%	-4%
21	Cc1ccc(CCNC(=O)C2CCC(=O)N(Cc3ccccc3F)C2)o1 (stereo unspecified)	-3%	-15%	4%
22	Cc1nn(CC(=O)Nc2ccc3c(c2)OCO3)c(C)c1Cl	-5%	5%	3%
23	COc1ccccc1NC(=O)c1ccccc1NC(=O)c1cccs1	-5%	2%	-20%
24	CC(Nc1nc(N2CCCCC2)nc2ccccc12)c1ccccc1 (stereo unspecified)	-7%[0.501 µM]	?	-27%
25	COCCCNC(=O)c1nc2c(nnn2Cc2cc(C)ccc2C)c(=O)[nH]1	-5%	6%	8%
26	CCOC(=O)N1CCC2(CC1)NCCc1c2[nH]c2ccccc12	-6%	-6%	-4%
27	O=C(Nc1ccccc1)N1CCC(C(=O)N2CCN(c3ccccc3F)CC2)CC1	-8%	-13%	-7%
28	CCOC(=O)c1ccc(NC(=O)CC2NCCNC2=O)cc1 (stereo unspecified)	-2%&3%	7%	-6%&2%
29	COC(=O)c1ccc2nc(C)cc(Nc3cccc(Cl)c3C)c2c1	-20%	.	-1%
30	O=C(CN1C(=O)/C(=C/c2cccc(Cl)c2)SC1=S)NC1C=CS(=O)(=O)C1 (stereo unspecified)	-6%	-5%	-19%

More entries:
no.	SMILES	KAT2A inh	N370S GC mod	FEN1 inhibitor
31	Cc1ccc(-n2c(=S)sc3c(=O)n(-c4ccccc4F)c(SCC(=O)O)nc32)cc1C	-6%	-10%	16%
32	CC/C(=N\NC(=O)c1ccoc1C)c1ccc(C)o1	-1%	9%	0%
33	CC(C)c1nc(N2CCOCC2)c(C#N)c2c1CCCC2	0%	13%	-17%
34	CCc1cc(C(c2ccccc2OC)N2CCOCC2)c(NC(=O)c2ccccc2)s1 (stereo unspecified)	-4%	4%	-9%
35	COc1cc(OC)c(NC(C)C(=O)N2CCCC2)cc1Cl (stereo unspecified)	0%	-2%	24%
36	CCCCOc1ccccc1C1NC(=O)NC(C)=C1C(=O)OCc1ccco1 (stereo unspecified)	-3%	4%	4%
37	CCOc1ccc(S(=O)(=O)N2CCN(Cc3ccccc3)CC2)cc1	-2%	-7%	2%
38	Cc1cc(C)cc(NC(=O)Nc2ccc3ccccc3n2)c1	1%	13%	8%
39	O=C(N/N=C/c1ccc([N+](=O)[O-])s1)C(O)c1ccccc1 (stereo unspecified)	-11%	7%	-18%
40	C=CCn1c(=S)[nH]c2cc(C(=O)N3CCN(c4ccccc4OC)CC3)ccc2c1=O	-13%	.	0%
41	CN(C)c1ccc(/C=N/NC(=O)C(=O)N2CCCCCC2)cc1	-8%	-17%	-9%
42	CCN1CCN(C(=O)C(=O)c2cn(CC(=O)N3CCCC3)c3ccccc23)CC1	-3%	-3%	-10%
43	CCOc1ccccc1OCCC(=O)Nc1ccc(F)c(Cl)c1	1%	8%	16%
44	CCC/C(=N\NC(=O)c1ccccc1C)c1ccccc1	-1%	-6%	1%
45	CCOC(=O)c1oc2c(C)c(O)ccc2c(=O)c1-c1nncn1-c1ccccc1	-1%	-6%	0%

The list continues:
no.	SMILES	KAT2A inh	N370S GC mod	FEN1 inhibitor
46	C#Cc1ccc([C@@H]2C=C(C(=O)N3CCOCC3)O[C@H](OCCCCO)C2)cc1	-4%	10%	-10%
47	COc1ccc(CCNC(=O)CSc2nnc(CNC(=O)c3ccco3)o2)cc1OC	-3%	1%	-2%
48	CCC(C)Sc1ccc([C@@H]2[C@@H]3C(=O)N(C)C(=O)[C@@H]3[C@]3(C(=O)OC)CCCCN23)cc1 (stereo partly specified)	-11%	-2%	-5%
49	CCN(CC)c1ccc(/C=N/Nc2nn[nH]n2)cc1	-13%	-13%	20%
50	O=C(Nc1ccc(Cl)c(Cl)c1)OCc1cncs1	-5%	-13%	-10%
51	Cn1cc(C(=O)N/N=C/C2=C(N3CCOCC3)C(=C\c3ccccc3)/CC2)ccc1=O	2%	1%	-3%
52	O=C(CCn1cncn1)N1CCN(S(=O)(=O)c2ccc(Cl)cc2)CC1	-6%	-1%	3%
53	CCN(CC)c1ccc(S(=O)(=O)N(CC)CC)cc1NC(=O)C1CCCC1	-6%	16%	9%
54	Cc1cc(C)cc(NC(=O)C2CCN(S(C)(=O)=O)CC2)c1	-4%	-9%	2%
55	CCn1c(COc2cccc(C)c2C)nnc1SCC(=O)Nc1cc(C)on1	9%	-2%	2%
56	CCCCn1c(N)c(N(CC(C)C)C(=O)c2cccc(S(=O)(=O)N(C)c3ccccc3)c2)c(=O)[nH]c1=O	-17%	-5%	-1%
57	COc1ccc(CC(=O)OCC(=O)NCCNC(=O)COC(=O)Cc2ccc(OC)cc2)cc1	0%	0%	-12%
58	Cc1[nH]n(-c2ccc(Cl)cc2)c(=O)c1C(=O)c1ccccc1	-4%	-3%	-1%
59	COc1cccc(S(=O)(=O)Nc2ccc3c(c2)OCCO3)c1	?	-11%	2%
60	CN(CC(=O)Nc1ccc(F)cc1)C(=O)c1ccncc1	0%	-1%	-1%

(next part)
no.	SMILES	KAT2A inh	N370S GC mod	FEN1 inhibitor
61	Cc1cccc(N2CCN(c3ccc4cc(S(=O)(=O)N5CCCCC5)ccc4n3)CC2)c1C	-16%	-8%	-8%
62	CN(CC(=O)Nc1ccccc1Cl)C(=O)CCSc1ccc(F)cc1	-2%	-4%	-2%
63	O=C(COc1ccccc1Cl)Nc1ccc2oc(=O)ccc2c1	-2%	8%	-3%
64	COc1cc(N=Nc2ccccc2C(=O)O)ccc1O	-3%	-7%	-15%
65	COc1ccc(C(CC(=O)N2CCCC2)c2c(OC)cc(OC)c3ccc(=O)oc23)cc1 (stereo unspecified)	4%	?	-6%&-15%
66	CCCCN(Cc1ccco1)S(=O)(=O)c1csc(C(N)=O)c1	-3%	-1%	17%
67	O=C(OCC(=O)N1CCCc2ccccc21)c1cc(S(=O)(=O)N2CCOCC2)ccc1Cl	-10%	-15%	12%
68	COc1cccc(C(=O)C2CCCN(C(=O)CCc3scnc3C)C2)c1 (stereo unspecified)	-12%	1%	4%
69	CCOC(=O)C1CCN(C(=O)c2sc3nc(-c4ccccc4)cn3c2C)CC1	1%[0.501 µM]	-3%	-4%
70	Cc1cc(=O)oc2cc(OCC3CC(c4ccccc4Cl)=NO3)ccc12 (stereo unspecified)	-10%	?	-20%
71	O=C(CNC(=O)N1CC(=O)Nc2ccccc21)Nc1ccccc1	3%	0%	-11%
72	COc1ccc(C(=O)NCCCNC(=O)c2ccccn2)cc1Br	-12%	-2%	20%
73	CC(C)(NO)/C(=N/O)c1ccc(Br)cc1	-2%	-1%	8%
74	O=C(NC(=S)N(Cc1ccccc1)Cc1ccccc1)c1ccccc1F	-1%	17%	-4%
75	O=C(NCCCN1CCOCC1)c1cc2ccccc2oc1=O	-4%	7%	-16%

The final four entries of the section before lead into the next.
no.	SMILES	KAT2A inh	N370S GC mod	FEN1 inhibitor
72	COc1ccc(C(=O)NCCCNC(=O)c2ccccn2)cc1Br	-12%	-2%	20%
73	CC(C)(NO)/C(=N/O)c1ccc(Br)cc1	-2%	-1%	8%
74	O=C(NC(=S)N(Cc1ccccc1)Cc1ccccc1)c1ccccc1F	-1%	17%	-4%
75	O=C(NCCCN1CCOCC1)c1cc2ccccc2oc1=O	-4%	7%	-16%
76	C[C@H](NC(=O)c1[nH]cnc1C(=O)Nc1ccccc1)c1ccccc1	-11%	.	-14%
77	COc1cc2c(cc1OC)C(c1ccccc1)N(C(=O)c1ccco1)CC2 (stereo unspecified)	-5%	7%	-2%
78	O=C(NCCCc1ccccc1)c1ccc([N+](=O)[O-])cc1Cl	-21%	-4%	14%
79	O=C(NC1CCCCCC1)C1C2C=CC3(CN(Cc4cccnc4)C(=O)C13)O2 (stereo unspecified)	-4%	7%	3%
80	CCCCn1cc(S(=O)(=O)c2ccc(F)cc2)c(=O)c2ccccc21	-6%	.	21%
81	O=C(c1ccc2ccccc2n1)N1CCN(S(=O)(=O)c2ccccc2)CC1	-2%	.	-2%
82	CCOC(=O)N1CCN(C(=O)C2CCN(Cc3ccc(OC)cc3OC)CC2)CC1	3%	9%	6%
83	CCCn1c2ccc(/C(C)=N\O)cc2c2cc(/C(C)=N/O)ccc21	-7%	21%	-14%
84	CC[C@@H](C)[C@@H]1CN([C@@H](CN2CCC[C@H]2CN2C(N)=NC[C@H]2CC(C)C)C(C)C)C(=N)N1CCc1ccc(Cl)c(Cl)c1	-5%	.	-21%
85	COc1ccc(NC(=O)c2ccccc2SC)cc1OC	1%	-15%	-3%
86	CCCNS(=O)(=O)c1ccc(CCC(=O)N2CCN(c3ccc(F)cc3)CC2)cc1	-2%	-6%	-12%
87	Cc1c2cnn(CC(=O)NC(C)C)c(=O)c2c(C)n1Cc1ccccc1Cl	-2%	.	-1%
88	O=C(Oc1c(CN2CCOCC2)cc(Cl)c2cccnc12)c1ccccc1Br	-19%	13%	-24%
89	CC1=CC(C)(C)Nc2ccc(OC(=O)C(Cc3ccccc3)N3C(=O)c4ccccc4C3=O)cc21 (stereo unspecified)	-17%	10%	-22%
90	O=C(NCc1ccco1)/C(=C/c1cccc(C(F)(F)F)c1)c1nc2ccccc2[nH]1	32%[activator]	3%	-8%

(further entries)
no.	SMILES	KAT2A inh	N370S GC mod	FEN1 inhibitor
91	NC(=O)CN1C(=O)C2C3c4ccccc4C(c4ccccc43)C2C1=O (stereo unspecified)	-8%	13%	9%
92	Cc1ccc(C(=O)OCC(=O)c2ccccc2)cc1	-5%	14%	-15%
93	O=C1CC(c2ccccc2)CC(O)=C1C=Nc1ccccc1O (stereo unspecified)	3%	12%	21%
94	CCn1c(SCC(=O)c2ccc(C)cc2)nnc1-c1ccoc1C	-28%	-7%	-2%
